# Source: PubChem
# All columns: NCI-60 one-dose screen, growth in % after 48 h at 10 µM unless noted; 100 = growth as untreated, 0 = no growth, -100 = all killed.
# RPMI-8226 = RPMI-8226 leukemia cells | actives 7.5% (n = 77,000)
# MDA-MB-231 = MDA-MB-231 breast cancer | AID 1794789 | actives 5% (n = 81,000)
# K-562 = K-562 leukemia | AID 1794777 | actives 7.4% (n = 78,000)
# MDA-MB-468 = MDA-MB-468 breast cancer; actives 8.5% (n = 78,000)
# MOLT-4 = MOLT-4 leukemia cells; actives 6.9% (n = 80,000)
# CCRF-CEM = CCRF-CEM leukemia | actives 7% (n = 77,000)
# SR = SR leukemia cells. actives 8.7% (n = 73,000)
# MCF7 = MCF7 breast cancer; AID 1794796; actives 6.3% (n = 82,000)
# * hit, by the source's call; . = not tested or not shown; & = joins results of further samples; [ ] = remark or other dose. The calls were made as follows: active = growth percent below 10; inactive = the rest. Outcome played no part in choosing rows; 14% or so of the library scored in one or more.
# Preview:
SMILES,RPMI-8226,MDA-MB-231,K-562,MDA-MB-468,MOLT-4,CCRF-CEM,SR,MCF7
C/C(=N/NC(N)=S)c1sc(Nc2ccc(C)cc2)nc1C,.,97,95,115,87,102,83,92
C/C=C/C(=O)OCCCCCCCCCCCC,100,93,93,97,83,117,83,102
CCOC(=O)c1cnc2ccc(C)cc2c1Nc1cccc(S(=O)(=O)NC)c1,111,94,101,93,90,110,109,94
CCCCCCCCCCCCCCCC(=O)NCCCC[C@@H](NC(=O)[C@@H](C)NC(=O)[C@@H](CCCCN)NC(=O)[C@@H](C)NC(=O)[C@@H](CC(C)C)NC(=O)[C@@H](CCCCN)NC(=O)[C@@H](C)NC(=O)[C@@H](CC(C)C)NC(=O)[C@@H](CCCCN)NC(=O)[C@@H](CCCCN)NC(=O)[C@@H](C)NC(=O)[C@@H](CC(C)C)NC(=O)[C@@H](CCCCN)NC(=O)[C@@H](C)NC(=O)[C@@H](CC(C)C)NC(=O)[C@@H](CCCCN)NC(=O)CCCCCN)C(N)=O,103[7.25 µM],104[7.25 µM],102[7.25 µM],96[7.25 µM],98[7.25 µM],111[7.25 µM],92[7.25 µM],99[7.25 µM]

# The list itself, from the start:
SMILES,RPMI-8226,MDA-MB-231,K-562,MDA-MB-468,MOLT-4,CCRF-CEM,SR,MCF7
C/C(=N/NC(N)=S)c1sc(Nc2ccc(C)cc2)nc1C,.,97,95,115,87,102,83,92
C/C=C/C(=O)OCCCCCCCCCCCC,100,93,93,97,83,117,83,102
CCOC(=O)c1cnc2ccc(C)cc2c1Nc1cccc(S(=O)(=O)NC)c1,111,94,101,93,90,110,109,94
CCCCCCCCCCCCCCCC(=O)NCCCC[C@@H](NC(=O)[C@@H](C)NC(=O)[C@@H](CCCCN)NC(=O)[C@@H](C)NC(=O)[C@@H](CC(C)C)NC(=O)[C@@H](CCCCN)NC(=O)[C@@H](C)NC(=O)[C@@H](CC(C)C)NC(=O)[C@@H](CCCCN)NC(=O)[C@@H](CCCCN)NC(=O)[C@@H](C)NC(=O)[C@@H](CC(C)C)NC(=O)[C@@H](CCCCN)NC(=O)[C@@H](C)NC(=O)[C@@H](CC(C)C)NC(=O)[C@@H](CCCCN)NC(=O)CCCCCN)C(N)=O,103[7.25 µM],104[7.25 µM],102[7.25 µM],96[7.25 µM],98[7.25 µM],111[7.25 µM],92[7.25 µM],99[7.25 µM]
CN1C2CC(c3ccccc3)=NN(C(N)=O)C2C2CC(c3ccccc3)=NN(C(N)=O)C21 (configuration not stated),115,96,111,101,82,111,.,91
O=C(/C=C/Nc1ccc(S(=O)(=O)Nc2cnc3ccccc3n2)cc1)c1cc2cc(Br)ccc2oc1=O,92,88,96,76,102,90,.,70
COc1ccc(-c2nc3cc(/C=N/c4nc5ccc(N6CCN(C)CC6)cc5s4)ccc3s2)cc1,99,115,96,93,105,93,123,81
CCOC(=O)c1ccc(NC(=S)NC(=O)c2ccc(NC(C)=O)cc2)cc1,72,89,.,86,.,75,.,65
O=C1C(c2cccc3ccccc23)=C(c2c[nH]c3ncccc23)C(=O)N1O,100,93,103,105,104,96,127,97
CCOC(=O)CN1CCSC1=NC(=O)c1ccc(Cl)cc1,92,94,94,.,94,88,100,117
CC[N+](C)(CC)CC[N+]1(C)CCCCCCC1,109,98,103,96,123,109,.,90
O=C1Nc2c(Cl)cccc2C1=O,103,88,86,111,93,.,.,98
Cc1ccc(NC(=O)Oc2ccc(C#N)cc2)c(C)c1,96[100 µM],97[100 µM],95[100 µM],99[100 µM],101[100 µM],101[100 µM],110[100 µM],101[100 µM]
CCOC(=O)C1=C(C)NC(SCc2nnc(-c3ccc(C)cc3)o2)=NC1c1ccc(F)cc1 (configuration not stated),73,85,85,82,78,86,74,86
Nc1c(C(=O)c2ccccc2)sc2nc(-c3cccs3)cc(C(F)(F)F)c12,92,73,100,93,104,102,95,86
N#Cc1cccc(N)c1,101&130,101&115,105&116,100,120&107,101&123,117&106,97&130
CC(=O)NS(=O)(=O)OC[C@H]1O[C@@H](n2cnc3c(N)ncnc32)[C@H](O)[C@@H]1O,112,113,100,114,90,96,93,92
Cc1cc(C)cc(OCCCN(C)C(=O)c2ccc(C#CC(C)(C)O)o2)c1,97,85,98,87,94,96,83,89
CO[C@@H]1[C@@H](OC)N(S(=O)(=O)c2ccc(Cl)cc2Cl)C(=O)N1S(=O)(=O)c1ccc(Cl)cc1Cl,90,88,86,92,86,89,.,98
COc1ccc(-n2c(=O)sc3c(=O)[nH]c(C)nc32)c(OC)c1,114,101,98,115,99,111,.,106
CN1C(=O)N(C)C2Nn3c(s/c(=C\c4ccccn4)c3=O)=NC21 (configuration not stated),105,100,108,96,110,102,109,89
COc1ccc2cc(C(C)NC(=O)Nc3ccc(S(=O)(=O)NC(C)=O)cc3)ccc2c1 (configuration not stated),88,98,88,110,108,.,77,82
CC(=O)Nc1ccc(CCCCc2ccc(NC(C)=O)cc2)cc1,.,94,95,102,90,88,85,103
CC1=Nc2c(C#N)c(-c3cc(=N)oc4ccc(Br)cc34)nn2C1=O,109,101,104,106,110,104,103,102
COC(=O)CNC(=O)c1ccc(NC(=O)c2[nH]c(C)c(Cl)c2Cl)c(O[C@H]2CCNC2)c1,97,105,91,112,94,92,84,105
Nc1cccc(Cl)c1N,69,99,102,-21*,93,71,93,40
O=C(c1ccccc1)c1ccc(N2CCOCC2)cc1,94,106,97,95,101,96,101,108
C[C@]12CCC(=O)C=C1CC[C@H]1[C@@H]3CCC(=O)O[C@@]3(C)CC(=O)[C@@]12F,97,112,105,102,109,98,101,104
COc1ccc(C(O)c2cc3c(N)c(C(=O)Nc4cccc(OC)c4)sc3nc2C)cc1 (configuration not stated),6.1*,12,7.8*,5.7*,16,7.5*,2.5*,18
CC(=O)c1ccccc1C(C)c1ccc(Br)c2ccccc12 (configuration not stated),58,82,66,.,80,81,82,96
CCOC(=O)Nc1ccc2c(c1)Cc1cc([N+](=O)[O-])ccc1-2,.,72,93,87,81,80,77,92
Cc1nc2ccccc2c(/C=C/c2ccc(Cl)cc2)c1C(=O)/C=C/c1ccc(Cl)cc1,-17*,-34*,2.0*,-51*,5.1*,7.4*,.,3.9*
O=C(Nc1ccccc1Cl)c1ccccc1Cl,103,115,96,110,107,98,105,101
C[C@@H](C[C@H](CC1CC1)c1ccccc1)c1ccc2ccccc2c1,99,106,104,101,105,96,106,108
NNc1nc2c(cnn2-c2ccccc2)c2nc(=S)c(N)nn12,106,99,110,96,107,103,105,99
Clc1ccc2[nH]cc(-c3cncn3CCc3ccc4c(c3)OCO4)c2c1,43,66,49,6.2*,60,64,62,63
Nc1ccn(Cc2nnc(CCC(=O)c3nc4ccccc4[nH]3)o2)c(=O)n1,73,87,80,79,8.5*,.,15,36
O=C(Cc1c[nH]c2ccccc12)N=Nc1c(O)[nH]c2ccc(Cl)cc12,.,84,99,100,101,99,99,90
Cc1ccc(-c2noc(CC(=O)c3ccc([N+](=O)[O-])cc3)n2)cc1,116,104,89,.,90,97,98,98
COc1ccc(OCC(O)CN2CCN(c3ccc(C)cc3)CC2)cc1 (configuration not stated),112,101,116,97,102,105,.,97
CC(C)(C)C1CCC(OC=O)CC1 (configuration not stated),.,103,99,102,97,107,108,96
COc1ccc(S(=O)(=O)NCCCNc2nccc(-c3[nH]c(-c4ccccc4)nc3-c3ccc(F)c(OC)c3)n2)cc1,35,83,43,78,36,39,59,50
CCOc1cc2c(cc1OCC)[C@@H]1C[C@@H](O)[C@H](O)[C@H](O)[C@H]1NC2=O,102,103,88,94,97,102,91,94
Cc1cccc(-c2nnc(-c3cccc4ccccc34)o2)c1,90,72,99,46,93,94,90,32
COc1cc(-c2nn(C(C)(C)C)cc2-c2ccnc(NCCCNS(=O)(=O)c3ccc(F)cc3)n2)ccc1F,86,92,41,49,63,90,32,73
O=NN(C(=O)Nc1ccccc1)c1ccccc1,.,92,92,105,74,.,94,97
N#CC1=C(N)Oc2c(ccc3ccccc23)C1c1ccc(Br)cc1 (configuration not stated),100,79,105,122,101,110,94,93
COC(=O)C(c1ccccc1)C(Br)C(=O)c1ccc(Cl)cc1 (configuration not stated),93,97,89,105,86,83,80,58
COc1ccc(Sc2cccc(Cl)c2)c(C(=O)O)c1,100&102,111,97&89,103&107,101&95,100,.,100&94
C1COC2OCCOC2O1 (configuration not stated),.,110,125,96,124,109,113,92
CC1(C)CCCC(C)(C)N1c1ncnc2sc3c(c12)CCN(Cc1ccccc1)C3,96,100,96,93,102,107,96,81
N#Cc1c(-c2ccc(O)cc2)nc(Nc2nc3ccccc3s2)[nH]c1=O,89,94,89,110,88,.,102,84
CCCCCCCCCCCCCCCCCC(=O)[O][Sn]([CH2]CCC)([CH2]CCC)[CH2]CCC,-31*,-58*,-43*,-96*,4.5*,1.1*,16,-93*
CCOc1cccc(-c2nc3sccn3c2-c2ccnc(S(C)(=O)=O)n2)c1,97,101,55,-0.7*,101,100,68,36
O=C(O)c1ccc(-c2nn(-c3ccc(C(=O)O)cc3)cc2/C=N/Nc2ccccc2F)cc1,78,84,22,115,76,37,82,87
COC1OC2COC(c3ccccc3)OC2C2OC12 (configuration not stated),92,103&110,94&111,110&110,92&103,70&87,106&99,96&101
COC1(OC)C2(Cl)CCC1(Cl)C(Cl)=C2Cl,103,106,110,111,105,103,99,98
Cc1cc2nc3c([nH]c2cc1C)c1ccc(=O)cc1n3CCN(C)C,.,39,9.5*,43,6.0*,.,3.0*,12
O=c1cc(-c2ccccc2)c2ccc(O)cc2o1,79,117,107,100,106,91,128,105
[2H]c1c([2H])c(C2([2H])CCCNC2[2H])c([2H])c([2H])c1-n1cc2cccc(C(N)=O)c2n1 (configuration not stated),90,83,80,99,77,97,42,69

# Gathered by group: the compounds so far with a nitro group on carbon (two)
SMILES,RPMI-8226,MDA-MB-231,K-562,MDA-MB-468,MOLT-4,CCRF-CEM,SR,MCF7
CCOC(=O)Nc1ccc2c(c1)Cc1cc([N+](=O)[O-])ccc1-2,.,72,93,87,81,80,77,92
Cc1ccc(-c2noc(CC(=O)c3ccc([N+](=O)[O-])cc3)n2)cc1,116,104,89,.,90,97,98,98

# Compound profiles (already shown).
# Cc1cc2nc3c([nH]c2cc1C)c1ccc(=O)cc1n3CCN(C)C across the screens: RPMI-8226 = .; MDA-MB-231 = 39; K-562 = 9.5*; MDA-MB-468 = 43; MOLT-4 = 6.0*; CCRF-CEM = .; SR = 3.0*; MCF7 = 12
# COC1OC2COC(c3ccccc3)OC2C2OC12 (configuration not stated) across the screens: RPMI-8226 = 92; MDA-MB-231 = 103&110; K-562 = 94&111; MDA-MB-468 = 110&110; MOLT-4 = 92&103; CCRF-CEM = 70&87; SR = 106&99; MCF7 = 96&101

# Next section:
SMILES,RPMI-8226,MDA-MB-231,K-562,MDA-MB-468,MOLT-4,CCRF-CEM,SR,MCF7
C=C(C)C(=O)N(C)c1cccc(Br)c1C,105,94,110,93,101,104,120,93
COc1cc(C2CC(c3cc(OC)c(OC)c(OC)c3)=Nc3c(C)nn(-c4ccccc4)c3N2)ccc1Oc1nc2c(c(=O)n(C)c(=O)n2C)n1C (configuration not stated),69,83,89,96,71,86,59,98
O=C(O)c1ccc(N2C(=O)/C(=C\c3ccc(-c4ccc(F)cc4)o3)SC2=S)cc1,103,101,102,107,95,81,111,86
COc1cc2nncc(SC)c2cc1OC,.,96,92,114,85,89,91,102
c1ccc(NP2(Nc3ccccc3)=NP(Nc3ccccc3)(Nc3ccccc3)=NP(Nc3ccccc3)(Nc3ccccc3)=N2)cc1,95,.,87,41,116,93,.,68
O=C(O)CC1CC1(Cl)Cl (configuration not stated),116,98,.,107,108,105,118,98
C#CC(C)(C)OC(C)=O,105,101,100,110,103,104,103,95
NC(N)=N/N=C/c1cc([N+](=O)[O-])ccc1O,.,126,102,101,109,107,96,91
CC(=O)OCC(=O)[C@@]12OC(C)(C)O[C@@H]1CC1C3C[C@H](F)C4=CC(=O)C=C[C@]4(C)[C@@]3(F)[C@@H](O)C[C@@]12C (some centres not stated),57,98,101,119,88,45,100,105
C/C(=N/NC(=S)Nc1ccccc1)c1nc2ccc(Cl)cc2[nH]1,5.5*,-21*,-9.4*,-44*,-17*,1.5*,-36*,-85*

# Exported field by field: entries from further up
canonical_smiles: COc1cc(C2CC(c3cc(OC)c(OC)c(OC)c3)=Nc3c(C)nn(-c4ccccc4)c3N2)ccc1Oc1nc2c(c(=O)n(C)c(=O)n2C)n1C (configuration not stated)
  RPMI-8226: 69 | MDA-MB-231: 83 | K-562: 89 | MDA-MB-468: 96 | MOLT-4: 71 | CCRF-CEM: 86 | SR: 59 | MCF7: 98
canonical_smiles: O=C(O)c1ccc(N2C(=O)/C(=C\c3ccc(-c4ccc(F)cc4)o3)SC2=S)cc1
  RPMI-8226: 103 | MDA-MB-231: 101 | K-562: 102 | MDA-MB-468: 107 | MOLT-4: 95 | CCRF-CEM: 81 | SR: 111 | MCF7: 86
canonical_smiles: COc1cc2nncc(SC)c2cc1OC
  RPMI-8226: . | MDA-MB-231: 96 | K-562: 92 | MDA-MB-468: 114 | MOLT-4: 85 | CCRF-CEM: 89 | SR: 91 | MCF7: 102
canonical_smiles: c1ccc(NP2(Nc3ccccc3)=NP(Nc3ccccc3)(Nc3ccccc3)=NP(Nc3ccccc3)(Nc3ccccc3)=N2)cc1
  RPMI-8226: 95 | MDA-MB-231: . | K-562: 87 | MDA-MB-468: 41 | MOLT-4: 116 | CCRF-CEM: 93 | SR: . | MCF7: 68
